Shn3 inh set2 – Schnurri-3 reporter inhibition in Clone20 osteoblasts | 360,000 compounds, 0.52% hits | Clone20 osteoblast Shn3 3'UTR firefly luciferase, 24 h | inhibition, % at 12.5 µM;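 active = mean inhibition of at least 75% with every replicate also reaching 75%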;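 note: 0% = median of neutral control wells and 100% = pilot-screen positive control compound; some compounds past the cut are filed as inactive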
MITF TRPM1 inh – inhibitors of MITF-driven TRPM1 promoter in melanoma cells; SK-MEL-5 TRPM1 promoter luciferase, 24 h; inhibition, % at 12.5 µM; 330,000 compounds, 0.83% hits;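 active = mean inhibition across replicates of 60% or more, whatever share of single replicates reaches that level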; note: values of inactives mirror those of a sister screen read the other way
HIF-2a block – inhibitors of HIF-2a; 786-0 RCC cells HIF-2a reporter, luciferase luminescence, overnight; inhibition, % at 18.8 µM; 360,000 compounds, 0.72% hits; AID 624352;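 active = inhibition of the luminescence signal of 40% or more relative to plate controls, in a single-dose primary screen at 18.75 µM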
C8 TRAIL sens – caspase-8 TRAIL sensitization; inhibition (viability loss, TRAIL sensitization), % at 10 µM; AID 624354; NB7+C8 cells + TRAIL, ATPlite viability luminescence; 360,000 compounds, 1% hits;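 active = compounds causing at least 50% loss of cell viability in the single-dose screen, relative to plate controls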
NR2E3 ag-1 – agonists of human NR2E3 nuclear receptor; AID 602229; inhibition of corepressor binding, % at 3.98 µM; 360,000 compounds, 0.35% hits; CHO-S Gal4-NCOR/VP16-NR2E3 two-hybrid, luciferase; Q9Y5X4;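 active = inhibition above the mean of all tested compounds plus 3 SD, cut at about 70% in these data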;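 note: 0% = DMSO with NR2E3 transfected cells and 100% = cells lacking NR2E3 construct; higher means lower luciferase signal from less NR2E3 corepressor binding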
Target sequence (Q9Y5X4 whole entry, looked up, the tested form may be a part): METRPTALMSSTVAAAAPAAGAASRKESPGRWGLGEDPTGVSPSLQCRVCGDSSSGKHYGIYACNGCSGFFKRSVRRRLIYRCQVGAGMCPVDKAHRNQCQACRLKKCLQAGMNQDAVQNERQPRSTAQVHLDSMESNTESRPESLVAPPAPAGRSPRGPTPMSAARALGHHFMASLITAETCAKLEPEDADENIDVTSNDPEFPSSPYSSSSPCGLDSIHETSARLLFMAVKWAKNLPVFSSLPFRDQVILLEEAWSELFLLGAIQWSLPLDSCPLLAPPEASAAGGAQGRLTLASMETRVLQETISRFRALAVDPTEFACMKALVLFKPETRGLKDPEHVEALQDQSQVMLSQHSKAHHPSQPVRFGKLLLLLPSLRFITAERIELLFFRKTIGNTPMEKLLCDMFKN
CF NFkB block – inhibitors of cystic fibrosis induced NF-kB; KKLEB NF-kB-GFP reporter, PAF-induced, GFP fluorescence overnight; inhibition, % at 5 µM; 360,000 compounds, 0.86% hits;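 active = at least 50% inhibition at 5 µM, scaled per plate between neutral and stimulator controls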;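 note: PAF is a Pseudomonas aeruginosa culture filtrate used as stimulus; plate controls were PAF-stimulated DMSO wells for no effect and unstimulated DMSO wells for full effect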
EBV LMP1 NFkB – reduces LMP1-driven NF-kappaB luciferase signal. AID 504558. LMP1-induced NF-kappaB luciferase reporter cells, luminescence. 350,000 compounds, 0.69% hits. inhibition, % at 12.5 µM; in the data active = inhibition above about 41%;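 note: 0% = neutral control wells and 100% = reference inhibitor control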
NR2E3 ag-2 – activates human photoreceptor nuclear receptor NR2E3; 320,000 compounds, 0.12% hits; AID 2300; inhibition of corepressor binding, % at 4.78 µM; GST-NR2E3/biotin-RetCOR TR-FRET, 1536-well; Q9Y5X4;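 active = percent inhibition above the cutoff of mean plus 3 SD of all tested compounds, set per screening campaign, cut at about 20% in these data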;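 note: 0% = DMSO wells and 100% = biotin wells as full block of FRET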
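System: GST-tagged NR2E3 plus biotinylated RetCOR corepressor; Amount: 1.35 nM GST-tagged NR2E3 final; Dosing: single nominal compound dose of 4.8 µM; Schedule: 5 h incubation at 4 °C; Technique: TR-FRET with europium anti-GST and streptavidin-D2, 340 nm excitation; Controls: biotin wells as high control, 0.6% DMSO wells as low control.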
Peg3 prom inh – inhibitors of Peg3 promoter. HeLa PEG-Prom luciferase reporter, luminescence, overnight. inhibition, % at 20 µM. 360,000 compounds, 1.7% hits;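 active = inhibition of at least 50% at 20 µM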
KKLEB tox – counter-screen for CF NF-kB inhibitors: cytotoxicity | KKLEB CF airway cells viability, ATPlite luminescence, overnight; stronger effect = lower value; cells stimulated with P. aeruginosa culture filtrate | 360,000 compounds, 0.36% hits | activity change (cytotoxicity), % at 5 µM | AID 602141;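 active = corrected activity change at or below -50% at 5 µM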
iPSC survival up – enhancers of human iPSC single-cell survival | 360,000 compounds, 0.044% hits | survival enhancement, % at 20 µM | AID 602274 | hiPSC single-cell survival, ATPlite luminescence; 100% = ROCK inhibitor wells, 0% = DMSO; in the data active = survival enhancement above about 18%;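 note: cells exposed to compounds for 16 hours before the ATP read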
The depositor's hits bear a star.

Screening COc1ccc(NC(=O)c2cc(OC)c(OC)cc2OC)c(S(=O)(=O)N2CCOCC2)c1 returned Shn3 inh set2 -8, MITF TRPM1 inh 6, HIF-2a block 19, C8 TRAIL sens 9, NR2E3 ag-1 -29, CF NFkB block -8, EBV LMP1 NFkB -2, NR2E3 ag-2 4, Peg3 prom inh -11, KKLEB tox -31 and iPSC survival up -0.9.
`O=C(NNC(=O)c1ccccc1F)c1cccc(S(=O)(=O)N2CCc3ccccc32)c1` gave Shn3 inh set2 66, MITF TRPM1 inh 5, HIF-2a block 5, C8 TRAIL sens 7, NR2E3 ag-1 81*, CF NFkB block -19, EBV LMP1 NFkB 0, Peg3 prom inh 0, KKLEB tox 2 and iPSC survival up 0.3.
CCc1nc2c(OCCC3CCCCC3)cccn2c1N(C=O)Cc1ccccc1 was read as Shn3 inh set2 9, HIF-2a block 12, C8 TRAIL sens 29, NR2E3 ag-1 15, CF NFkB block 39, Peg3 prom inh 66*, KKLEB tox -24 and iPSC survival up -2.4.
`O=C1CC(Sc2nnc(-c3ccccc3O)o2)C(=O)N1c1ccccc1` (configuration not stated) gave Shn3 inh set2 93*, MITF TRPM1 inh 6, HIF-2a block 15, C8 TRAIL sens -11, NR2E3 ag-1 -16, CF NFkB block 6, EBV LMP1 NFkB -3, NR2E3 ag-2 5, Peg3 prom inh 31, KKLEB tox 5 and iPSC survival up -1.2.
For CCC1CCCCN1CCCNC(=O)C1CCN(Cc2nc(-c3ccc(Cl)cc3)oc2C)CC1 (configuration not stated) the results were Shn3 inh set2 -12, MITF TRPM1 inh 100*, HIF-2a block 16, C8 TRAIL sens 40, NR2E3 ag-1 -22, CF NFkB block 8, EBV LMP1 NFkB -68, NR2E3 ag-2 -1, Peg3 prom inh 80*, KKLEB tox -17 and iPSC survival up -0.7.
Screening Cc1cc(N)n(-c2ccc(S(=O)(=O)N3CCOCC3)cc2[N+](=O)[O-])n1 returned Shn3 inh set2 -65, MITF TRPM1 inh 7, HIF-2a block 13, C8 TRAIL sens -8, NR2E3 ag-1 -26, CF NFkB block -14, EBV LMP1 NFkB 4, NR2E3 ag-2 -1, Peg3 prom inh 16, KKLEB tox 13 and iPSC survival up -0.1.
For COc1c2c(cc3oc(=O)ccc13)OC(C)(C)C=C2 the results were Shn3 inh set2 -11, MITF TRPM1 inh -35, HIF-2a block -158, C8 TRAIL sens 8, NR2E3 ag-1 -50, CF NFkB block 9, EBV LMP1 NFkB 4, NR2E3 ag-2 0, Peg3 prom inh -78, KKLEB tox -2 and iPSC survival up 2.5.
Cc1ccc(N(CC(=O)NCCSc2ccccn2)S(C)(=O)=O)cc1 was read as Shn3 inh set2 6, MITF TRPM1 inh -19, HIF-2a block -16, C8 TRAIL sens -1, NR2E3 ag-1 -13, CF NFkB block 8, EBV LMP1 NFkB -7, NR2E3 ag-2 0, Peg3 prom inh 3, KKLEB tox 1 and iPSC survival up 1.0.
O=C(CSC1=NS(=O)(=O)c2ccccc2N1)NCc1ccc(F)cc1 was read as Shn3 inh set2 8, MITF TRPM1 inh -3, HIF-2a block 11, C8 TRAIL sens -7, NR2E3 ag-1 -8, CF NFkB block 5, EBV LMP1 NFkB -2, NR2E3 ag-2 1, Peg3 prom inh -5, KKLEB tox -14 and iPSC survival up 0.3.
`O=C(Nc1nc(-c2ccccc2)cs1)c1cccnc1` gave Shn3 inh set2 -15, MITF TRPM1 inh -36, HIF-2a block -138, C8 TRAIL sens 2, NR2E3 ag-1 -31, CF NFkB block -25, EBV LMP1 NFkB -3, NR2E3 ag-2 1, Peg3 prom inh -37, KKLEB tox 22 and iPSC survival up -0.6.
`NS(=O)(=O)OCc1ccc(C(F)(F)F)cc1` gave Shn3 inh set2 -5, MITF TRPM1 inh 7, HIF-2a block -9, C8 TRAIL sens -1, NR2E3 ag-1 -6, CF NFkB block 24, EBV LMP1 NFkB -1, NR2E3 ag-2 -3, Peg3 prom inh 1, KKLEB tox -14 and iPSC survival up -1.3.
Screening O=C(NC(=S)NCC1CCCO1)c1ccccc1[N+](=O)[O-] (configuration not stated) returned Shn3 inh set2 -27, MITF TRPM1 inh -18, HIF-2a block -5, C8 TRAIL sens -7, NR2E3 ag-1 -14, CF NFkB block -2, EBV LMP1 NFkB 4, NR2E3 ag-2 -2, Peg3 prom inh 19, KKLEB tox 13 and iPSC survival up 1.3.
For Cc1ccc(C(=O)Oc2ccc(C(=O)COC(=O)C3CC(=O)N(Cc4ccco4)C3)cc2)cc1 (configuration not stated) the results were Shn3 inh set2 -28, MITF TRPM1 inh -10, HIF-2a block -36, C8 TRAIL sens 2, NR2E3 ag-1 -10, CF NFkB block -6, EBV LMP1 NFkB -16, NR2E3 ag-2 3, Peg3 prom inh -96, KKLEB tox 9 and iPSC survival up -2.9.
For O=C(CSCc1ccc([N+](=O)[O-])cc1)NN=C1CCCCCC1 the results were Shn3 inh set2 7, MITF TRPM1 inh 6, HIF-2a block 13, C8 TRAIL sens -6, NR2E3 ag-1 4, CF NFkB block -9, EBV LMP1 NFkB 1, NR2E3 ag-2 -2, Peg3 prom inh 7, KKLEB tox 14 and iPSC survival up -0.6.
For O=C(Nc1cc(-c2nc3ncccc3o2)ccc1Cl)c1ccc2c(c1)OCO2 the results were Shn3 inh set2 2, HIF-2a block -4, C8 TRAIL sens -1, NR2E3 ag-1 -12, CF NFkB block -20, EBV LMP1 NFkB 7, NR2E3 ag-2 -1, Peg3 prom inh -12, KKLEB tox -16 and iPSC survival up -0.4.
Screening O=C(NCCc1ccc(Cl)cc1)c1ccc(CS(=O)Cc2ccccc2Cl)o1 (configuration not stated) returned Shn3 inh set2 1, MITF TRPM1 inh -4, HIF-2a block -1, C8 TRAIL sens 2, NR2E3 ag-1 -5, CF NFkB block 5, EBV LMP1 NFkB 2, NR2E3 ag-2 3, Peg3 prom inh 11, KKLEB tox -10 and iPSC survival up 0.7.
For COCCNC(=O)C1(C)CCN(C(=O)c2sc(-c3ccccc3)nc2C)C1 (configuration not stated) the results were Shn3 inh set2 5, HIF-2a block 10, C8 TRAIL sens -11, NR2E3 ag-1 -29, CF NFkB block -8, Peg3 prom inh 16, KKLEB tox -9 and iPSC survival up 3.8.
Screening O=C(O)c1ccc(CNS(=O)(=O)c2ccc(Oc3ccccc3Cl)cc2)cc1 returned Shn3 inh set2 23, MITF TRPM1 inh -8, HIF-2a block 17, C8 TRAIL sens -12, NR2E3 ag-1 -10, CF NFkB block 9, EBV LMP1 NFkB -3, NR2E3 ag-2 0, Peg3 prom inh 11, KKLEB tox -2 and iPSC survival up -0.2.
For Cc1[nH]c2ccc(F)cc2c1CCNC(=O)C1CCCCC1C(=O)OCC(F)(F)F (configuration not stated) the results were Shn3 inh set2 -6, MITF TRPM1 inh -6, HIF-2a block -7, C8 TRAIL sens -11, NR2E3 ag-1 0, CF NFkB block 16, EBV LMP1 NFkB 5, NR2E3 ag-2 -3, Peg3 prom inh -12, KKLEB tox -6 and iPSC survival up -0.7.
`COC(=O)N/N=C/c1cc(C)n(-c2ccc(F)cc2)c1C` gave Shn3 inh set2 23, MITF TRPM1 inh -7, HIF-2a block -76, C8 TRAIL sens 3, NR2E3 ag-1 -5, CF NFkB block -10, EBV LMP1 NFkB 0, NR2E3 ag-2 3, Peg3 prom inh -79, KKLEB tox -8 and iPSC survival up -2.3.
`Cc1cc(C)n(C2CC(=O)N(c3cccc(Cl)c3)C2=O)n1` (configuration not stated) gave Shn3 inh set2 4, MITF TRPM1 inh -9, HIF-2a block 26, C8 TRAIL sens -1, NR2E3 ag-1 -11, CF NFkB block -3, EBV LMP1 NFkB -6, NR2E3 ag-2 2, Peg3 prom inh -6, KKLEB tox 4 and iPSC survival up 1.3.
`Cc1noc(C)c1S(=O)(=O)N(C)C[C@H]1Oc2ccc(NS(=O)(=O)c3ccccc3)cc2C(=O)N([C@H](C)CO)C[C@@H]1C` gave Shn3 inh set2 -13, MITF TRPM1 inh -10, HIF-2a block -2, C8 TRAIL sens -7, NR2E3 ag-1 17, CF NFkB block -32, EBV LMP1 NFkB 2, Peg3 prom inh -8, KKLEB tox -16 and iPSC survival up -2.1.
CCSC1=N/C(=C\c2cccc(F)c2)C(=O)S1 was read as Shn3 inh set2 -6, MITF TRPM1 inh 2, HIF-2a block 3, C8 TRAIL sens 9, NR2E3 ag-1 -13, CF NFkB block -6, EBV LMP1 NFkB -7, NR2E3 ag-2 -1, Peg3 prom inh 6, KKLEB tox 6 and iPSC survival up 0.9.
Screening Cc1ccc2c(COC(=O)CNC(=O)c3ccccc3)cc(=O)oc2c1 returned Shn3 inh set2 -25, MITF TRPM1 inh -17, HIF-2a block -10, C8 TRAIL sens 2, NR2E3 ag-1 -18, CF NFkB block -7, EBV LMP1 NFkB -3, NR2E3 ag-2 1, Peg3 prom inh -41, KKLEB tox 1 and iPSC survival up 0.3.
C[C@H]1CN([C@@H](C)CO)C(=O)CCCn2cc(nn2)CO[C@@H]1CN(C)S(=O)(=O)c1cccc(C#N)c1 was read as Shn3 inh set2 -7, HIF-2a block 9, C8 TRAIL sens -4, NR2E3 ag-1 5, CF NFkB block -11, EBV LMP1 NFkB -4, Peg3 prom inh -13, KKLEB tox 5 and iPSC survival up 3.4.
Screening O=C(Nc1ccc(Cl)cn1)c1cccc(S(=O)(=O)N2CCOCC2)c1 returned Shn3 inh set2 -12, MITF TRPM1 inh 20, HIF-2a block -13, C8 TRAIL sens -13, NR2E3 ag-1 -8, CF NFkB block -17, EBV LMP1 NFkB -5, NR2E3 ag-2 -1, Peg3 prom inh 1, KKLEB tox 15 and iPSC survival up 2.4.
For CCN(C(=O)CSc1nnc(-c2ccc(OC(F)F)cc2)n1N)C1CCS(=O)(=O)C1 (configuration not stated) the results were Shn3 inh set2 2, MITF TRPM1 inh -2, HIF-2a block 0, C8 TRAIL sens 0, NR2E3 ag-1 24, CF NFkB block -3, EBV LMP1 NFkB -6, NR2E3 ag-2 -2, Peg3 prom inh 3, KKLEB tox 4 and iPSC survival up 1.6.
For CCc1ccc(CCC(=O)Nc2ccccc2C(=O)O)o1 the results were Shn3 inh set2 -38, MITF TRPM1 inh -36, HIF-2a block -121, C8 TRAIL sens 10, NR2E3 ag-1 -96, CF NFkB block 13, EBV LMP1 NFkB -10, NR2E3 ag-2 2, Peg3 prom inh -145, KKLEB tox 0 and iPSC survival up 0.1.
For CC(Oc1ccc(Cl)cc1Cl)C(=O)NC1=NN(c2ccccc2)C(=O)C1 (configuration not stated) the results were Shn3 inh set2 -2, MITF TRPM1 inh -7, HIF-2a block 12, C8 TRAIL sens -15, NR2E3 ag-1 -8, CF NFkB block -14, EBV LMP1 NFkB 1, NR2E3 ag-2 2, Peg3 prom inh 5, KKLEB tox 11 and iPSC survival up 0.5.

An excerpt, so the mix of outcomes need not match the whole.
